# Bioassay records (PubChem)
# M. tuberculosis = growth inhibition of non-replicating M. tuberculosis (AID 488890); Mycobacterium tuberculosis non-replicating, growth inhibition; higher % means a stronger effect; actives 0.39% (n = 320,000); inhibition, % at 25 µM; hits with a dose series show IC50 in µM; in the data active means a potency from the dose series; inconclusive means inhibition mostly from about 82% at the one dose, without a potency; inactive means the rest, 99 in 100 with inhibition below about 76%;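 further: plate controls were DMSO cells for no effect and high antibiotic wells for full effect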
# VEEV TC-83 Vero = inhibitors of VEEV TC-83 cytopathic effect, confirmation, Vero cells (AID 588727); Vero cells, VEEV TC-83 cytopathic effect inhibition; higher % means a stronger effect; inhibition, % at 20 µM, or IC50 in µM where a hit was titrated; actives 0.13% (n = 350,000); in the data active means a potency from the dose series; inconclusive means inhibition mostly from about 14% at the one dose, without a potency; inactive means the rest, 99 in 100 with inhibition below about 12%; further: strong numbers were not always called active
# H1N1 NS1A inhibition = NS1A inhibition, H1N1 influenza, cell based functional assay (AID 504329); NS1A functional cell-based assay, percent inhibition; higher % means a stronger effect; inhibition, % at 12.5 µM; hits with a dose series show IC50 in µM; actives 0.3% (n = 340,000); in the data active means a potency from the dose series; inconclusive means inhibition above about 27% without an active follow-up result; further: strong numbers were not always called active
# M. tuberculosis HTS = M. tuberculosis growth inhibition, HTS (AID 449762); one-dose inhibition, % at 25 µM; IC50 in µM for titrated hits; actives 0.59% (n = 330,000); M. tuberculosis H37Rv growth inhibition, 7H9 media; higher % means a stronger effect; in the data active means a potency from the dose series; inconclusive means inhibition above about 70% without an active follow-up result;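 further: bacterial growth assessed after seven days of incubation; strong numbers were not always called active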
# PhoP GFP inhibition = Inhibition of PhoP regulon, Salmonella typhi GFP reporter cells, confirmation, 4 h (AID 1850) | Salmonella Typhi PhoP-promoter GFP reporter, fluorescence, 4 h; higher % means a stronger effect | inhibition, % at 50 µM; hits with a dose series show IC50 in µM | actives 0.33% (n = 310,000); in the data active means a potency from the dose series; inconclusive means inhibition mostly from about 25% at the one dose, without a potency; inactive means the rest, 99 in 100 with inhibition below about 19%;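 further: 0% = induced wells with vehicle and 100% = uninduced wells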
# VEEV TC-83 Vero 10K pilot screen = also measured in VEEV TC-83 Vero; calls as there; inhibition, %; measured here: 10K pilot screen inhibition
# The depositor's hits bear a star; i = inactive; ? = inconclusive; . = no result given.
# Start of the data: the first 7 entries (preview)
SMILES,M. tuberculosis,VEEV TC-83 Vero,H1N1 NS1A inhibition,M. tuberculosis HTS,PhoP GFP inhibition,others
COc1ccc(Sc2cnn(-c3ccccc3)c(=O)c2Cl)cc1,54%,8.7%,-18%,4%,0%,
COc1ccc(OCc2nn3c(-c4ccccn4)nnc3s2)cc1,?,1.1%,23%,13%,-1%,
Cc1ccc(NNC(=O)c2ccno2)cc1Cl,48%,0.1%,10%,60%,-1%,
CCOC(=O)C1=C(N)OC2=C(C(=O)CCC2)C1c1cccs1 (stereo not drawn),9%,1.2%,-5%,-4%,-1%,
Cc1ccc(/C=C2\C(=O)NC(=S)N(c3ccc(F)cc3)C2=O)o1,-11%,0.9%,-19%,-2%,-3%,
COc1ccc(-n2nnnc2-c2cnc3cc4c(cc3c2C)OCO4)cc1,6%,3.8%,1%,39%,-10%,VEEV TC-83 Vero 10K pilot screen=0.8
CCCOC(=O)CSc1nc(N)c(C#N)c(CC)c1C#N,77%,2.1%,-2%,41%,-7%,

# The listing, previewed entries included:
SMILES,M. tuberculosis,VEEV TC-83 Vero,H1N1 NS1A inhibition,M. tuberculosis HTS,PhoP GFP inhibition,others
COc1ccc(Sc2cnn(-c3ccccc3)c(=O)c2Cl)cc1,54%,8.7%,-18%,4%,0%,
COc1ccc(OCc2nn3c(-c4ccccn4)nnc3s2)cc1,?,1.1%,23%,13%,-1%,
Cc1ccc(NNC(=O)c2ccno2)cc1Cl,48%,0.1%,10%,60%,-1%,
CCOC(=O)C1=C(N)OC2=C(C(=O)CCC2)C1c1cccs1 (stereo not drawn),9%,1.2%,-5%,-4%,-1%,
Cc1ccc(/C=C2\C(=O)NC(=S)N(c3ccc(F)cc3)C2=O)o1,-11%,0.9%,-19%,-2%,-3%,
COc1ccc(-n2nnnc2-c2cnc3cc4c(cc3c2C)OCO4)cc1,6%,3.8%,1%,39%,-10%,VEEV TC-83 Vero 10K pilot screen=0.8
CCCOC(=O)CSc1nc(N)c(C#N)c(CC)c1C#N,77%,2.1%,-2%,41%,-7%,
COc1n[nH]c(C(=O)Nc2cc(Cl)ccc2Cl)c1[N+](=O)[O-],78%,i,-11%,17%,-12%,
CCN(C1CCS(=O)(=O)C1)S(=O)(=O)c1ccc(Cl)s1 (stereo not drawn),.,1.0%,-17%,.,.,
CCC(=O)Nc1ccc(Cl)c(NC(=O)c2cccnc2)c1,-2%,0.9%,3%,-1%,-9%,
O=Cc1c(C(=O)O)n(Cc2ccccc2Cl)c2ccccc12,20%,0.4%,-4%,4%,-19%,
COc1cccc(NC(=S)NNC(=O)c2ccccc2OC(F)F)c1,7%,6.4%,-5%,2%,0%,
COc1ccc(C(=O)COC(=O)c2cnc(C)cn2)c(OC)c1,17%,0.7%,-9%,-9%,9%,
CCC(C)NC(=O)C(=O)NCc1ccncc1 (stereo not drawn),-4%,0.4%,2%,3%,-6%,
O=C(COC(=O)CCc1ccc(S(=O)(=O)N2CCCCC2)cc1)Nc1cccc2ccccc12,33%,2.1%,-7%,-10%,-18%,
COc1cccc(/C=N/N2CCN(C3c4ccccc4-c4ccccc43)CC2)c1O,8%,10%,18%,5%,-4%,
CCOc1cc(C2CC(=O)NC(SCC)=C2C#N)ccc1O (stereo not drawn),.,1.2%,-4%,-3%,6%,
CN1CCN(C(c2cccnc2)c2ccc3cccnc3c2O)CC1 (stereo not drawn),.,0.9%,?,9%,4%,
c1ccc(-c2cc(-c3nc(-c4ccccn4)no3)c3ccccc3n2)cc1,6%,4.6%,-5%,59%,3%,
O=C(C[C@H]1C/C=C\CC[C@H](Cc2ccc(F)cc2)C(=O)OC[C@@H]2CCCN2C1=O)N[C@H](CO)Cc1ccccc1,32%,1.7%,5%,5%,.,
O=C(O)CCn1nnc(-c2cccs2)n1,5%,5.5%,-7%,-12%,-7%,
CC(C)(CN1CCN(C(c2ccccc2)c2ccccc2)CC1)NS(=O)(=O)c1ccccc1,41%,i,1%,17%,15%,
CCC(NC(=O)NCc1ccc2c(c1)OCO2)(C(F)(F)F)C(F)(F)F,1%,i,1%,-2%,4%,
COc1c(F)cccc1C1=CC(=O)C[C@H](c2ccc3c(c2)OCO3)C1,-12%,0.6%,-5%,15%,.,
CC(C)(C)N(Cc1cc2ccccc2[nH]c1=O)C(=O)C1CCCCC1,8%,0.3%,-17%,0%,-4%,
CN(C)S(=O)(=O)N(CC(=O)Nc1ccccc1)c1ccccc1,12%,1.1%,-8%,-3%,1%,
O=C(NCC1CCCO1)c1cc2cc(Cl)ccc2[nH]1 (stereo not drawn),44%,0.9%,7%,-7%,-6%,
CCn1c(COc2ccccc2C)nnc1SCC(=O)N1CCN(c2ccccc2)CC1,16%,i,6%,-8%,4%,
CCOC(=O)C1CCN(S(=O)(=O)c2ccc(Cl)nc2)CC1,-7%,0.3%,-6%,4%,-1%,
CCc1ccc(NC(=O)CS(=O)CC(=O)NCCCc2ccccc2)cc1 (stereo not drawn),-7%,i,-1%,14%,0%,
Cc1cccc(N=CC=C2OC(C)(C)C(C)(C)O2)c1,5%,1.4%,-3%,-8%,2%,
OCC1(Cc2ccccc2F)CCCN(Cc2c(F)ccc(F)c2F)C1 (stereo not drawn),12%,1.6%,-5%,14%,3%,
COc1ccc(-n2nnnc2SCC(=O)c2ccc3c(c2)OCCO3)c(OC)c1,11%,1.6%,1%,9%,-11%,
CC(=O)c1c(C)[nH]c(C(=O)Nc2ccc(C)c(S(=O)(=O)N(C)C)c2)c1C,6%,7.3%,13%,-11%,2%,
Fc1ccc(C2=Nc3cccc4cccc(c34)N2)cc1,2%,0.4%,1%,5%,1%,
O=C(COc1ccc(Cl)cc1)N1CCN(Cc2ccccc2)CC1,17%,1.5%,-3%,10%,6%,
CC(O)[C@H]1CN=C(N)N1CC1CCCCC1 (stereo partly drawn),-2%,i,-6%,-1%,-6%,
O=C(O)c1cc(-c2ccc(Cl)cc2)n[nH]1,7%,1.1%,-12%,-6%,-10%,
O=C(CN1C(=O)C(=O)N(Cc2ccccc2)C1=O)Nc1ccc(OC(F)F)cc1,13%,1.3%,-6%,5%,.,
O=[N+]([O-])c1cccc(-c2ccc(/C=N/n3c(-c4ccccc4)n[nH]c3=S)o2)c1,-34%,0.9%,-2%,4%,-8%,
CCOC(=O)c1c(-c2ccccc2)csc1NC(=O)/C(C#N)=C/c1ccc(OC)c(OC)c1,19%,i,0%,14%,-7%,
COc1ccc(-c2csc(NC(C)c3nc4cc(C(=O)NCCCO)ccc4n3Cc3ccc(C)cc3)n2)cc1 (stereo not drawn),6%,1.7%,12%,6%,-5%,
COc1ccc(-c2ccc3nnc(SCC(N)=O)n3n2)cc1,2%,1.3%,-10%,1%,-5%,
CC(=O)c1ccc(-n2cc(C#N)c(=O)[nH]c2=O)cc1,-20%,0.2%,-1%,-6%,11%,
COc1cc(NC(=O)[C@@H](NC(=O)N2CCn3c2nc2ccccc23)C(C)C)cc(OC)c1,16%,5.2%,11%,11%,2%,
CCOC(=O)N1CCC(=NNC(=O)c2cc3ccccc3cc2O)CC1,.,2.8%,-8%,0%,4%,VEEV TC-83 Vero 10K pilot screen=8.0
N#Cc1cc(-c2ccccc2)nc(Oc2ccccc2)n1,9%,i,-5%,8%,3%,
O=S(=O)(c1ccc(-c2ccccc2)cc1)N1CCOCC1,-1%,i,10%,-6%,-9%,
COc1ccc(CNC(=O)c2ccc(CN3CCOCC3)cc2)cc1,2%,1.0%,2%,3%,-2%,
COc1ccc(-n2nc(C(=O)NCC(=O)Nc3cc(Cl)c(OC)cc3OC)c3ccccc3c2=O)cc1,4%,0.0%,8%,-4%,-18%,
CC(=O)N1CCc2cc(S(=O)(=O)NCCC(=O)NC3CCN(Cc4ccccc4)CC3)ccc21,-22%,1.2%,6%,-5%,5%,
Cc1ccc(Cl)cc1N(CC(=O)NC1CCCC1)C(=O)c1csnn1,4%,2.5%,8%,3%,3%,
Cc1ccc(S(=O)(=O)N2CCN(C(=O)CSc3nc4ccccc4c(=O)[nH]3)CC2)cc1,10%,0.2%,5%,2%,4%,
O=C(c1ccccc1)c1cccc(NC(=O)C2CC2)c1,15%,0.4%,2%,20%,-7%,VEEV TC-83 Vero 10K pilot screen=0.3
CNc1ncnc(NC)c1[N+](=O)[O-],.,i,-3%,.,.,
Cc1ccc(N2CCN(C(=O)c3cn(CC4CCCCC4)nn3)C(C)C2)cc1 (stereo not drawn),68%,4.4%,0%,4.1µM*,-13%,
CCOP(=O)(c1ccccc1)C(O)c1ccc([N+](=O)[O-])cc1 (stereo not drawn),10%,2.3%,-4%,1%,6%,
CCNc1[nH]c(=O)n(C)c(=O)c1N=O,-6%,0.4%,3%,-6%,1%,
COc1ccc(CCNC(=O)CCC(=O)NC2CCCCC2)cc1OC,4%,1.9%,3%,0%,2%,
CCN(CC)C(=O)Cn1c(=O)n(C)c2ccccc21,-10%,0.2%,17%,-15%,-1%,

# Taken from above (2 entries):
SMILES,M. tuberculosis,VEEV TC-83 Vero,H1N1 NS1A inhibition,M. tuberculosis HTS,PhoP GFP inhibition,others
COc1ccc(Sc2cnn(-c3ccccc3)c(=O)c2Cl)cc1,54%,8.7%,-18%,4%,0%,
COc1ccc(OCc2nn3c(-c4ccccn4)nnc3s2)cc1,?,1.1%,23%,13%,-1%,

# (more compounds)
SMILES,M. tuberculosis,VEEV TC-83 Vero,H1N1 NS1A inhibition,M. tuberculosis HTS,PhoP GFP inhibition,others
CC(=O)Nc1ccc(Nc2ccc3c4c(cc(=O)n3C)-c3ccccc3C(=O)c24)cc1,10%,7.0%,3%,1%,7%,
c1ccc(CN=C(NCc2ccccc2)NCc2ccccc2)cc1,.,i,-20%,.,.,
CCCCNC(=O)c1ccc(CS(=O)(=O)Cc2ccccc2F)o1,1%,2.8%,-12%,3%,15%,
Cc1ccc(OCc2cc(C(=O)NC3CCOC3)no2)cc1C (stereo not drawn),24%,2.8%,0%,-2%,3%,
CCN(CC#CCC1(O)c2ccccc2-c2ccccc21)CCO,26%,0.4%,-3%,12%,-1%,
CCOc1ccc(-c2cc(CCCC(=O)NCCc3ccccc3)no2)cc1,40%,0.7%,3%,-2%,7%,
O=C(Cc1ccccc1)N[C@@H](Cc1ccccc1)c1nc2ccccc2[nH]1,0%,7.7%,4%,6%,-3%,
O=C(CN(C1CCCCC1)S(=O)(=O)c1ccccc1)NCc1cccnc1,-12%,1.1%,-1%,-3%,6%,
Oc1cc(-c2ccc(N3CCCCC3)nc2)cc2cccnc12,?,1.9%,0%,44%,.,
Cc1cc(C)c(S(=O)(=O)N2CCCC(C(=O)NC3CCCC3)C2)c(C)c1 (stereo not drawn),11%,i,2%,-5%,5%,
Cc1cccc(NC(=O)COC(=O)C(NC(=O)c2cccc(S(=O)(=O)N3CCOCC3)c2)C(C)C)c1 (stereo not drawn),.,2.6%,-7%,.,.,
CC(C)(C)NC(=O)c1ccc(COc2ccc(Cl)cc2Cl)o1,3%,i,-3%,11%,-2%,
O=C(c1ccc(F)c(S(=O)(=O)N2CCOCC2)c1)N1CCN(c2ncccn2)CC1,16%,1.3%,-9%,-10%,.,
CC(NC(=O)CCNC(=O)c1ccco1)c1ccccc1 (stereo not drawn),.,i,-9%,24%,6%,
Cc1ccccc1CC(=O)Nc1cccnc1,1%,i,-3%,-13%,-3%,
O=C(c1cc(S(=O)(=O)N2CCOCC2)ccc1F)N(CCc1ccccc1)Cc1ccccc1,15%,6.6%,-10%,-6%,-1%,
Cc1ccc(NC(=S)N(CCN(C)C)C(C)c2ccco2)cc1Cl (stereo not drawn),58%,3.0%,-7%,10%,8%,
CCCCn1c(N)c(N(CC(C)C)C(=O)C2CC(=O)N(Cc3ccccc3)C2)c(=O)[nH]c1=O (stereo not drawn),-6%,2.4%,1%,-11%,4%,
COc1cc(OC)cc(C(=O)Nc2ccc3nc4n(c(=O)c3c2)CCCCC4)c1,26%,11%,7%,3%,2%,
Cn1c(C(=O)N2CCCc3ccccc32)cc2sccc21,26%,i,1%,-3%,-1%,
CC(=O)NC(C)C(=O)OCC(=O)c1ccc(Cl)s1 (stereo not drawn),16%,4.0%,4%,1%,-4%,
COc1cccc(-c2nc(CS(=O)(=O)CC(=O)N3CCCCC3)c(C)o2)c1,2%,i,5%,-3%,-6%,
C=CCc1ccc(OCCOCCOc2ccccc2[N+](=O)[O-])c(OC)c1,30%,1.1%,-6%,3%,0%,
CCOC(=O)N1CCC(NS(=O)(=O)c2ccc3c(c2)CCN3C(C)=O)CC1,-2%,0.1%,0%,-10%,1%,
COC(=O)c1ccc(CSc2nnc(-c3ccccc3)n2C)o1,10%,0.4%,0%,7%,-19%,
CN(c1ccc2nc3ccccc3c(=O)n2n1)C1CCCCC1,9%,5.2%,-7%,2%,6%,
